# PglD inh – C. jejuni PglD acetyltransferase inhibitors, primary screen, biochemical, DTNB colorimetric, single point. UDP-N-acetylbacillosamine N-acetyltransferase PglD (Campylobacter jejuni). purified PglD enzyme, DTNB colorimetric CoA detection. inhibition, % at 12.5 µM. 360,000 compounds, 0.098% hits; in the data active = inhibition above about 16%, passing the limit was not always enough; note: strong numbers were not always called active
# ERAP1 HTS inh – human ERAP1 aminopeptidase inhibitors, primary screen, biochemical, single point, plate reader; Endoplasmic reticulum aminopeptidase 1 (Homo sapiens), Q9NZ08; recombinant ERAP1, Leu-AMC fluorescence, 60 min; inhibition, % at 10.7 µM; 340,000 compounds, 0.15% hits; AID 652197, 2013;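 active = mean replicate inhibition of at least 30%, or all replicates individually reaching that 30% level; inactive = mean below 30% and not every replicate reaching it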;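 note: 0% = neutral control wells and 100% = L-leucinethiol positive control wells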
# Cneo AK release – Cryptococcus neoformans cell lysis inducers, primary screen, AK release luminescence, single concentration; lysis activity, % at 15 µM; C. neoformans lysis, adenylate kinase release luminescence, 4 h; normalised: neutral wells 0, clomiphene wells 100; 360,000 compounds, 0.2% hits;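 active = mean lysis activity across replicates of at least 80%, whatever share of replicates individually reach that level; inactive = mean lysis activity below 80%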
#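 Test system: log-phase Cryptococcus neoformans yeast cells; Quantity: yeast cell density of 5 × 10^6 cells/mL; Buffer or medium: YPD; Doses: single compound concentration per well; Timing: 4 h at 37 °C static, read 1 h later; Measured by: AK luminescence; Read-out basis: lysis from increased AK signal; Control set: Clomiphene as positive control.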
# E-selectin induc – E-selectin induction in HUVECs, primary screen, imaging, HUVEC, immunofluorescence imaging, single point; normalized: neutral wells 0, TNF-alpha wells 100; activation, % at 7.58 µM; AID 686992, 2013; 260,000 compounds, 0.37% hits;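 active = mean E-selectin-positive cell signal at least 10% of the positive control, reached in at least 60% of replicates, without over 20% cell loss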;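 note: in these data hits start at about 27%; measured in HUVEC primary endothelial cells; signal is the percent of cells scored E-selectin positive by PE staining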
#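 Material: HUVEC primary endothelial cells; Amount: 3,000 cells per well; Dosing: single concentration; Medium: EGM-2 growth medium on 0.1% gelatin-coated wells; Read-out basis: percent E-selectin-positive cells; Signal: immunofluorescence imaging; Control set: TNF-alpha, DMSO.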
# PGC1a acetyl inh – inhibitors of PGC1a acetylation signal, primary screen, cell-based, U2OS, AlphaScreen, inhibitor mode; 350,000 compounds, 0.17% hits; AID 651687, 2012; AlphaScreen anti-acetyl-lysine; with virally co-expressed GCN5 acetyltransferase; inhibition, % at 15.6 µM;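 active = every replicate shows inhibition of at least 40%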;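 note: 0% = neutral control wells and 100% = positive control wells; some results beyond the cut were filed as inactive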
# miR122 inh – miR-122 Renilla sensor signal increase in Huh7, primary screen, miR-122 inhibitor project, cell-based, single point, plate reader. Huh7 miR-122 Renilla luciferase sensor, 48 h; neutral wells = 0, positive control = 100. activation (reporter increase), % at 12.5 µM. 340,000 compounds, 0.3% hits. AID 602342, 2012;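 active = mean replicate activation score at least 90 and every replicate individually at or above 90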;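 note: higher luciferase means less miR-122 activity so hits act as miR-122 inhibitors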
# RAD54 branch – inhibitors of human RAD54 branch migration, primary screen, biochemical, fluorescence, single point; 360,000 compounds, 0.14% hits; RAD54 Holliday junction branch migration, FAM/BHQ fluorescence; inhibition, % at 10.4 µM; AID 602329, 2012;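 active = mean normalized replicate activity at least 40 and at least half of replicates scoring 40 or more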;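 note: 0% = median of neutral control wells and 100% = median of positive control wells; inhibitors cause a drop in the FAM fluorescence signal; in these data hits start at about 50%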
# Target sequence (Q92698 whole entry, looked up): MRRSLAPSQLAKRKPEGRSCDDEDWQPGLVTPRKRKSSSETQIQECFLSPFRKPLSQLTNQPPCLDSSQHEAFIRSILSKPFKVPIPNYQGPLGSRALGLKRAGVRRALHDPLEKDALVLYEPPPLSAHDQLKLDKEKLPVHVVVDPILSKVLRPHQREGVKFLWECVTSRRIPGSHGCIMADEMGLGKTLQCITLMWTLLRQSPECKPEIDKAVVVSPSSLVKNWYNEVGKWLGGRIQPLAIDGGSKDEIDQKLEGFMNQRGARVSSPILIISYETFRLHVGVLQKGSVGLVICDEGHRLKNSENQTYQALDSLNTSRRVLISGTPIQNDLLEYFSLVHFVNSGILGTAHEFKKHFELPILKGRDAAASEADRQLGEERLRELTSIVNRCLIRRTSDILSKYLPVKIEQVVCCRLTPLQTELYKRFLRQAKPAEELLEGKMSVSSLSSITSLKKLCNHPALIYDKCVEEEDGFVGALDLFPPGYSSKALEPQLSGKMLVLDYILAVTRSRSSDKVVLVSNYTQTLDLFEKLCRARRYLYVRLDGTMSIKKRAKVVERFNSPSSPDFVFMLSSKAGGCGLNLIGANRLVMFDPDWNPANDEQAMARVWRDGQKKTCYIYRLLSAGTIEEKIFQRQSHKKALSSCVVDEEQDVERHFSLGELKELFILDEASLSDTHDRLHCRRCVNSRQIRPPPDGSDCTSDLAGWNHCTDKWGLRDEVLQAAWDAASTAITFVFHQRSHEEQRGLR
# RAD52 inh – RAD52 DNA annealing inhibitors, primary screen, biochemical, FRET, single point, set 2; 360,000 compounds, 0.46% hits; DNA repair protein RAD52 homolog (Homo sapiens), P43351; recombinant RAD52 DNA annealing, FRET fluorescence; inhibition, % at 18.7 µM; AID 651710, 2012;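 active = every replicate showing at least 50% inhibition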
# Numbers without * were called inactive; . = no result given; [ ] = remark or other dose.
# Start of the data: the first 3 compounds as a preview:
1. COc1ccccc1N1CCN(C2CCCN(C(=O)c3snnc3C)C2)CC1 (stereo not given)
2. CC(C)c1cn(CC[C@@H]2CC[C@@H](NC(=O)C3CCCC3)[C@H](CO)O2)nn1
3. COc1ccccc1C(=O)NCCC(=O)Nc1ncccc1O
Compound	1	2	3
PglD inh	-1	1	3
ERAP1 HTS inh	-4	1	2
Cneo AK release	6	42	1
E-selectin induc	.	-0.2	3.4
PGC1a acetyl inh	-26	-14	0
miR122 inh	2	-17[16.7 µM]	2
RAD54 branch	-10	8	24
RAD52 inh	-13	2	-9

# The listing, from the first entry:
1. COc1ccccc1N1CCN(C2CCCN(C(=O)c3snnc3C)C2)CC1 (stereo not given)
2. CC(C)c1cn(CC[C@@H]2CC[C@@H](NC(=O)C3CCCC3)[C@H](CO)O2)nn1
3. COc1ccccc1C(=O)NCCC(=O)Nc1ncccc1O
4. Cc1ccccc1-c1nc(CS(=O)(=O)CC(=O)NCCN2CCCC2)c(C)o1
5. Cc1ccc(S(=O)(=O)c2ccc(C)cc2)cc1
6. CCN(CC)CCN(C(=O)c1ccc(CN2CCCCC2)o1)C(C(=O)NC1CCCCC1)c1ccc(F)cc1 (stereo not given)
7. Cc1cc(OCCN2CCN(S(=O)(=O)c3ccccc3F)CC2)ccc1C(C)C
8. O=C(Nc1cccc(O)c1)c1cccc(S(=O)(=O)N2CCCC2)c1
9. Nc1ccc(Cl)c(S(=O)(=O)Nc2ccccc2Cl)c1
10. Cc1ccc(-c2cc(C(=O)Nc3cccnc3)c3ccccc3n2)o1
Compound	1	2	3	4	5	6	7	8	9	10
PglD inh	-1	1	3	4	2	1	-3	4	4	-5
ERAP1 HTS inh	-4	1	2	-5	9	5	3	.	-1	10
Cneo AK release	6	42	1	2	0	2	1	-2	-2	1
E-selectin induc	.	-0.2	3.4	.	.	.	0.4	.	3.0	.
PGC1a acetyl inh	-26	-14	0	.	-47	7	7	42	-21	-16
miR122 inh	2	-17[16.7 µM]	2	3	23	-4	.	-7	-2	8
RAD54 branch	-10	8	24	-3	8	0	-4	6	-4	-4
RAD52 inh	-13	2	-9	5	-2	-3	0	.	-18	-19

11. O=C(O)CCCN1C(=O)C(=O)/C(=C(/O)c2ccc(Cl)cc2)C1c1ccccc1 (stereo not given)
12. C[C@H](CO)N1C[C@H](C)[C@H](CN(C)Cc2ccccc2)Oc2ncc(C3=CCCC3)cc2C1=O
13. O=C1Nc2cc(C(=O)NCCCN3CCCC3)ccc2S/C1=C/c1cccc(Cl)c1
14. CCOC(=O)C(CC(=O)O)N1CCCCC1 (stereo not given)
15. CC(=O)c1cccc(NC(=S)N2CCN(CCN3C(=O)c4cccc5cccc(c45)C3=O)CC2)c1
16. Cc1[nH]c2ccccc2c1C(=O)CSc1nc2ccccc2c(=O)n1CCCN1CCOCC1
17. Cc1ccc(-n2c(SCC(=O)O)nc3sc4c(c3c2=O)CC(C)(C)SC4)cc1
18. Cn1cnnc1SCC(=O)Nc1ccc(S(N)(=O)=O)cc1
19. O=[N+]([O-])c1ccc(OCc2nnc(-c3ccccc3)o2)cc1
20. CO[C@H]1CN(C)C(=O)c2ccc(NS(=O)(=O)c3ccccc3)cc2OC[C@@H](C)N(Cc2ccccn2)C[C@H]1C
Compound	11	12	13	14	15	16	17	18	19	20
PglD inh	7	5	-2	-1	.	2	4	1	.	2
ERAP1 HTS inh	.	3	-2	.	2	.	0	3	0	-3
Cneo AK release	2	1	3	-1	.	0	-2	0	.	1
E-selectin induc	-0.4	0.3	0.2	.	.	.	0.6	.	.	-0.3
PGC1a acetyl inh	21	-11	8	-2	-6	-9	-1	21	-6	-7
miR122 inh	-1	3[16.7 µM]	-3	0	0	-13	8	-4	0	.
RAD54 branch	-2	4	35	-3	.	15	4	5	.	7
RAD52 inh	1	7	79*	.	-31	.	-2	-5	-12	-7

21. O=C(NCC1CCCO1)c1ccc(/C=N/O)nc1 (stereo not given)
22. COc1cccc(S(=O)(=O)NCc2ccc3c(c2)OCO3)c1
23. Cc1cc(C)c(S(=O)(=O)N2CCN(C(=O)C(C)Cn3nc(C)nc3C)CC2)c(C)c1 (stereo not given)
24. CCOC(=O)C1CCN(C(=O)c2ccc3c(c2)C(=O)N(c2ccccc2C)C3=O)CC1
25. CC(C)COC(=O)C1C2C=CC3(CN(C4CCCC4)C(=O)C13)O2 (stereo not given)
26. CCOC(=O)c1c(C)[nH]c(C)c1C(=O)CSc1nc2ccccc2[nH]1
27. Cc1ccc(S(=O)(=O)N(C)C[C@@H]2OCCCC[C@@H](C)Oc3ccc(NS(=O)(=O)c4cccs4)cc3C(=O)N([C@H](C)CO)C[C@H]2C)cc1
28. Cc1ccc(NC(=O)COC(=O)CNC(=O)c2ccc(C)s2)cc1
29. Cc1cc(C)cc(OCC(=O)Nc2cc(C)on2)c1
30. CC(Nc1ccc2ccccc2c1)C(=O)N/N=C/c1ccncc1 (stereo not given)
Compound	21	22	23	24	25	26	27	28	29	30
PglD inh	2	-6	1	.	-7	3	3	-2	-1	-1
ERAP1 HTS inh	.	3	-1	3	2	.	0	2	5	-1
Cneo AK release	-1	1	-3	.	2	0	-3	-3	0	-1
E-selectin induc	.	.	.	.	1.3	.	.	-2.4	5.0	0.4
PGC1a acetyl inh	10	-10	.	15	-16	8	-7	-2	.	4
miR122 inh	2	10	-1	-8	-3	0	-9[16.7 µM]	-7	-6	9
RAD54 branch	8	1	-8	.	8	9	-19	4	-6	3
RAD52 inh	.	-8	-8	-2	6	.	-31	4	-5	-14

31. COc1ccccc1NC(=O)c1sc2nc(-c3ccco3)ccc2c1N
32. O=C1CCCC2=C1C(c1ccsc1)CC(=O)N2c1ccccc1 (stereo not given)
33. CCC1=NN2C(=N)/C(=C/c3cc(C)n(-c4ccccc4)c3C)C(=O)N=C2S1
34. CC(C)NC(=O)N[C@H]1CC[C@H](CC(=O)N2CCCCC2)O[C@@H]1CO
35. COc1cc(/C=N/NC(=O)CC2C(=O)NN=C2C)ccc1O (stereo not given)
36. COC(=O)CN1C(=O)[C@@H]2[C@H](C1=O)[C@@H]1CC(C(=O)OC)=C[C@@H](C(=O)OC)[C@@H]3C1=C(C(=O)[C@]3(C)NC(=O)c1ccccc1)[C@@H]2C
37. C[C@@H]1CN([C@@H](C)CO)C(=O)c2cc(NS(=O)(=O)c3ccccc3)ccc2O[C@@H](C)CCCCO[C@@H]1CN(C)S(=O)(=O)c1cccs1
38. COc1ccc(N(CC(=O)NCc2ccccc2OC)S(=O)(=O)c2ccc(C)cc2)cc1Cl
39. Cc1ccc(S(=O)(=O)NNC(=O)C2CCN(S(=O)(=O)c3ccc(C)cc3)CC2)cc1
40. O=C(NO)c1ccccc1C(F)(F)F
Compound	31	32	33	34	35	36	37	38	39	40
PglD inh	-1	-1	0	1	4	2	10	3	4	.
ERAP1 HTS inh	.	.	7	2	-1	4	1	-5	.	0
Cneo AK release	-2	-1	-3	0	-1	0	-3	-5	0	.
E-selectin induc	.	.	8.3	-0.3	.	2.2	.	0.4	.	.
PGC1a acetyl inh	-2	2	2	11	5	.	-9	.	4	6
miR122 inh	10	-3	-6	4[16.7 µM]	4	.	9[16.7 µM]	.	2	-7
RAD54 branch	-3	2	-5	-4	7	-5	-6	0	0	.
RAD52 inh	.	.	-9	-1	-12	-16	-51	-2	.	-11

# RAD52 inh: hit marks shown above
no. | structure | PglD inh | ERAP1 HTS inh | PGC1a acetyl inh | miR122 inh | RAD52 inh
13 | O=C1Nc2cc(C(=O)NCCCN3CCCC3)ccc2S/C1=C/c1cccc(Cl)c1 | -2 | -2 | 8 | -3 | 79*

# Back to the main list, starting two compounds before the break.
39. Cc1ccc(S(=O)(=O)NNC(=O)C2CCN(S(=O)(=O)c3ccc(C)cc3)CC2)cc1
40. O=C(NO)c1ccccc1C(F)(F)F
41. CC(C)N1CCN(Cc2cc(F)ccc2-n2cccn2)CC1CCO (stereo not given)
42. COc1ccccc1CNC(=O)c1sccc1C
43. OC1CCN(Cc2cccc3ccccc23)CC1
44. O=C(CCc1ccccc1)N=C1SC2CS(=O)(=O)CC2N1c1ccc(F)cc1 (stereo not given)
45. CC1Cc2ccccc2N1C(=O)Cn1nc(C(=O)O)c2ccccc2c1=O (stereo not given)
46. Cc1ccccc1CC(=O)NCc1cccnc1
47. O=C(C[C@H]1C=C[C@H](NC(=O)CC2CC2)[C@@H](CO)O1)NCc1ccccc1
48. CCCNC(=O)[C@H]1[C@H](CO)[C@H]2Cn3c(cccc3=O)[C@H]2N1Cc1cccc(F)c1
49. COc1cccc(CC(=O)NC2CCCN(Cc3ccccc3F)C2)c1 (stereo not given)
50. CCCC(=O)Nc1nc(C)c(C(C)=O)s1
Compound	39	40	41	42	43	44	45	46	47	48	49	50
PglD inh	4	.	.	10	2	-5	-1	6	.	.	6	4
ERAP1 HTS inh	.	0	2	-4	.	-3	.	1	-2	-4	-4	-1
Cneo AK release	0	.	.	2	5	-1	-1	1	.	.	-3	0
E-selectin induc	.	.	.	.	.	.	.	0.0	-0.1	-0.1	-0.3	.
PGC1a acetyl inh	4	6	10	-4	1	-5	8	14	2	-3	5	8
miR122 inh	2	-7	-1	8	-8	-8	0	-10	.	.	2	0
RAD54 branch	0	.	.	2	1	4	6	2	.	.	-2	-6
RAD52 inh	.	-11	-16	-8	-14	-3	.	-9	-32	-3	-9	-6

51. CCC(=O)c1cccc(-c2ccccc2)c1CC
52. O=C(CSCCc1ccccn1)Nc1cccnc1Cl
53. Cc1cc(NC(=O)c2cc(-c3ccco3)on2)nn1Cc1ccc(Cl)cc1
54. Oc1cc(NCc2ccc(Cl)cc2)cc2cccnc12
55. C[C@H]1CN([C@@H](C)CO)C(=O)c2cccc(NC(=O)C3CCOCC3)c2O[C@H]1CN(C)C(=O)Nc1cccc2ccccc12
56. CCCCC(=O)Nc1cccc(-c2cn3ccccc3n2)c1
Compound	51	52	53	54	55	56
PglD inh	0	4	3	3	2	-1
ERAP1 HTS inh	-3	.	.	.	-1	3
Cneo AK release	0	-4	-1	3	50	-2
E-selectin induc	0.1	.	.	-0.1	-0.1	.
PGC1a acetyl inh	-7	-10	-11	6	-8	-2
miR122 inh	-8	2	-1	-4	-1[16.7 µM]	-3
RAD54 branch	-6	-19	-9	2	-2	16
RAD52 inh	-12	.	.	-29	10	-10

# Compound activity as filed in PubChem.
